NPC1 promoter act: activators of NPC1 promoter; Potency, µM (titrated, usually from 9.22 µM), for inactives: at the top dose activation, actives largely listed as activators; 320,000 tested, 2.4% active; AID 485313; Huh7 NPC1 promoter luciferase reporter, 24 h;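 note: potency is the fitted concentration of half-maximal effect; % of control where 0% means no effect; nearly all actives have a fitted effect of over 60% in size; reporter is driven by a mutant NPC1 promoter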
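Cells: Huh7 expressing luciferase under the NPC1 promoter, 1500/well. Seeded 2 h, compound added, incubated 24 h at 37 °C. Luciferase reagent, 10 min ambient, then luminescence.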
PKM2 act: PKM2 (human) enzyme activation; purified PKM2, Kinase-Glo ATP luminescence, activation; response scale: 0% is enzyme alone, no compound; Potency, µM (doses to about 57.5 µM), inactives show at the highest dose activation, most hits filed as activators; 260,000 tested, 0.34% active; AID 1631; note: potency is the fitted concentration of half-maximal effect; % is set by controls: 0 for no effect and ±100 for the full control effect; nearly all actives have a fitted effect of over 55% in size
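ATP formation by purified human PK-M2, quantified via coupled luciferase luminescence after 1 h at room temperature with 0.1 mM ADP and 0.5 mM PEP final.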
Mito fusion act: mitochondrial division inhibition or fusion activation; S. cerevisiae fusion-defective mutant growth rescue, CellTiterGlo 48 h; Potency, µM (top dose mostly 46.1 µM), without a hit: at the highest dose growth rescue (activation), actives largely listed as activators; 320,000 tested, 0.23% active;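 note: potency is the fitted concentration of half-maximal effect; % of control where 0% means no effect; nearly all actives have a fitted effect of over 45% in size; temperature-sensitive fusion mutants such as fzo1-1 at 37 °C on non-fermentable ethanol glycerol medium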
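Yeast fusion mutant, YPEG (non-fermentable carbon), compound, 48 h at 37C non-permissive; CellTiterGlo added, 10 min RT, luminescence read. Rescued growth = division inhibition.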
ELG1 repair inh: blocks ELG1-dependent DNA repair in HEK293T cells. 330,000 tested, 2.3% active. AID 504467. HEK293T ELG1-luciferase reporter, luminescence, 16 h; DNA damage induced by 5-fluorouridine. Potency, µM (titrated, usually from 46.1 µM), for inactives: top-dose activity change, negative = inhibition, hits mostly inhibitors; note: potency is the fitted concentration of half-maximal effect; % is set by controls: 0 for no effect and ±100 for the full control effect; nearly all actives have a fitted effect of over 55% in size
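Cells (2,000 per well) received 5-fluorouridine plus test compound or DMSO and were incubated 16 hr at 37 °C, 5% CO2. Luciferase activity was read by luminescence 30 min after ONE-Glo addition; signal suppression marked inhibition of damage-induced ELG1 function.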
Menin MLL FP TR: displaces Texas Red mutant MLL peptide from human menin; O00255; Menin + Texas Red MLL mutant peptide, fluorescence polarization; Potency, µM (titrated, usually from 61.6 µM), for inactives: top-dose FP activity change, negative = inhibition, most hits filed as inhibitors; 270,000 tested, 0.23% active; active = well fitted inhibition curve with a large enough effect in the polarisation, with a control signal flat, not every such curve was filed as active; inconclusive = small, poorly fitted or top-dose-only effect, or effect the other way, or a change in a side signal; inactive = no such curve, though single readings can be large or run the other way; the % refers to the polarisation; note: potency is the fitted concentration of half-maximal effect; % of control where 0% means no effect; many of its hits are not listed in these tables
VP16 counter: Gal4-VP16 reporter inhibition counter-screen. Drosophila S2 Gal4-VP16 UAS-luciferase, luminescence, 20 h. 310,000 tested, 3.5% active. Potency, µM (top dose mostly 53.6 µM), inactives show at the highest dose activity, negative = inhibition, actives largely listed as inhibitors;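 note: Gal4-VP16 expression switched on by copper sulfate through the metallothionein promoter; potency is the fitted concentration of half-maximal effect; % is set by controls: 0 for no effect and ±100 for the full control effect; nearly all actives have a fitted effect of over 50% in size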
Rab9 prom act: Rab9 promoter activation | 320,000 tested, 2.8% active | Huh7 Rab9 promoter-luciferase reporter, luminescence, 24 h | Potency, µM (doses to about 9.22 µM), without a hit: at the top dose activation, negative = inhibition, most hits filed as activators; note: potency is the fitted concentration of half-maximal effect; % of control where 0% means no effect; nearly all actives have a fitted effect of over 60% in size
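Promoter activation is measured as luciferase luminescence in Huh7 cells stably transfected with a Rab9 promoter–luciferase construct, following 24 h compound exposure at 37 °C and 10 min reagent incubation at ambient temperature.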
RORgamma inh: ROR gamma (mouse) transcription inhibition; P51450; Drosophila S2 Gal4-RORgamma UAS-luciferase reporter, 20 h; Potency, µM (doses to about 53.6 µM), for inactives: at the top dose activity change, negative = inhibition, usual class: inhibitors; 310,000 tested, 5.4% active; AID 2551; note: potency is the fitted concentration of half-maximal effect; % is set by controls: 0 for no effect and ±100 for the full control effect; nearly all actives have a fitted effect of over 60% in size
Target sequence (P51450 whole entry, looked up, the tested form may be a part): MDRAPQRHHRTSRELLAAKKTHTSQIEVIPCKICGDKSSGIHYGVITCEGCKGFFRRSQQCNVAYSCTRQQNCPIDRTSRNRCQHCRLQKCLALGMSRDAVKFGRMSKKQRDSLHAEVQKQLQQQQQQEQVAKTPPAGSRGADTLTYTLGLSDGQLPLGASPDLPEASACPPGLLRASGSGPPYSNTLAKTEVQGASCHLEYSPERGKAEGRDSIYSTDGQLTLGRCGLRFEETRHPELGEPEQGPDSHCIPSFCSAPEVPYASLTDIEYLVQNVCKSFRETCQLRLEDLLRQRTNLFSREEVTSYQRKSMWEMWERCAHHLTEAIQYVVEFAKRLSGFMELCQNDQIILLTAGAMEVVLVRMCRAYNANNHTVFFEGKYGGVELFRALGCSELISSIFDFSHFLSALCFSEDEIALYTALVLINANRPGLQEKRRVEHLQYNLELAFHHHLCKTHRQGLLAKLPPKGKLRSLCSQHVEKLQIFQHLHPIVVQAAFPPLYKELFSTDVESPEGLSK
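Luciferase reporter read in Schneider cells carrying Gal4-RORγ (mouse) and UAS-Photinus luciferase; cells given compound 1 h before 700 uM copper sulfate induction, then incubated 20 h at ambient temperature.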
FLuc modulator: inhibits or activates purified firefly luciferase, miR-21 counter-screen; P08659; purified FLuc, Km substrates, luminescence inhibition; Potency, µM (top dose mostly 57.5 µM), without a hit: at the highest dose activity change, negative = inhibition, usual class: inhibitors; 360,000 tested, 6.9% active; AID 588342;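 note: potency is the fitted concentration of half-maximal effect; plate controls were vehicle for no effect and reference inhibitor for full effect; nearly all actives have a fitted effect of over 55% in size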
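Purified P. pyralis luciferase, 10 nM final, with Km-level 10 uM D-luciferin and 10 uM ATP in 50 mM Tris acetate pH 7.5, 10 mM Mg acetate, 0.01% Tween-20, 0.05% BSA; 6-point qHTS titration about 60 µM downward; luminescence read.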
KCNH2 3.1 inh: KCNH2 3.1 (human) potassium channel inhibition | U2OS KCNH2 3.1, thallium flux FluxOr; hits give low values | activity change, % (tested at about 1.8 µM) | 340,000 tested, 0.95% active | AID 720553;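 active = maximum activity change below -70%; inconclusive = maximum activity change from -70% to -50%; inactive = maximum activity change above -50%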;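 note: thallium influx rate constant from kinetic fluorescence after stimulation buffer; % is set by controls: 0 for no effect and ±100 for the full control effect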
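Virally transduced U2OS (3.1 isoform, 4 h infection in dark at RT) → overnight 37 C → FluxOr + Red40 in HBSS/HEPES, 45 min → stimulation buffer, 2 min kinetic read → rate constant vs DMSO controls.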
MBNL1-CUG inh: MBNL1-poly(CUG) RNA binding inhibition | Q9NR56 | TR-FRET MBNL1-His/biotin-(CUG)12 binding, 665/545 ratio | Potency, µM (top dose mostly 57.5 µM), for inactives: at the top dose activity change, negative = inhibition, most hits filed as inhibitors | 280,000 tested, 0.036% active | AID 2675; active = well fitted inhibition curve with a large enough effect in the signal ratio, with a control signal flat, not every such curve was filed as active; inconclusive = small, poorly fitted or top-dose-only effect, or effect the other way, or a change in a side signal; inactive = no such curve, though single readings can be large or run the other way; the % refers to the signal ratio; note: potency is the fitted concentration of half-maximal effect; % is set by controls: 0 for no effect and ±100 for the full control effect
Target sequence (Q9NR56 whole entry, looked up): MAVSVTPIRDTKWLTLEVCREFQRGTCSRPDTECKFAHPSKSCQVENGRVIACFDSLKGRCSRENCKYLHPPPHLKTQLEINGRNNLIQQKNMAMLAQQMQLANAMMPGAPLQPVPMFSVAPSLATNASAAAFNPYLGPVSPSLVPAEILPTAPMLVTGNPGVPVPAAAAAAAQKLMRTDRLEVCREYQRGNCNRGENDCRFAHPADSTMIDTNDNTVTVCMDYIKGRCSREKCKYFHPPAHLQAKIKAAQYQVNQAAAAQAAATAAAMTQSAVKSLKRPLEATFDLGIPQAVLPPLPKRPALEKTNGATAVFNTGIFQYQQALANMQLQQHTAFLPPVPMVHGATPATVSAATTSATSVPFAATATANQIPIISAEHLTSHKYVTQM
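Inhibition of protein-RNA binding appears as loss of TR-FRET between terbium anti-His antibody on MBNL1-His and streptavidin-XL665 on biotin-(CUG)12. Activity is normalized to buffer-only and uninhibited-complex controls.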
Numbers without * were called inactive; u = inconclusive; x = not tested or not shown; & = joins results of further samples; [ ] = another dose, or the depositor's remark. Unless noted, calls come from the whole dose curve; as a rule, active = well fitted curve in the direction sought with a large enough effect; inconclusive = small, poorly fitted or top-dose-only effect, or another doubt; inactive = no such curve, though single readings can be large; an effect the other way counts as inactive or inconclusive. Only part of the results is shown; count on the stated rates, not on these rows.

SMILES | NPC1 promoter act | PKM2 act | Mito fusion act | ELG1 repair inh | Menin MLL FP TR | VP16 counter | Rab9 prom act | RORgamma inh | FLuc modulator | KCNH2 3.1 inh | MBNL1-CUG inh
CC(=O)N(C)C(c1ccc(N(C)C)cc1)c1nnnn1-c1c(C)cccc1C (stereo unspecified) | 2% | -3% | 7% | u | -8% | -8% | -4% | -6% | -1% | 7 | 0%
CC1CCCN(C(=O)Cn2c(-c3nonc3N)nc3ccccc32)C1 (stereo unspecified) | 0% | -2% | 0% | 4% | 1% | 1% | 0% | 1% | 0% | -3 | -10%
CCCn1c(=NC(=O)c2c(-c3c(F)cccc3Cl)noc2C)c(C(=O)OCC)cc2c(=O)n3ccccc3nc21 | -13% | -18% | 1% | u | -4% | 3% | -6% | u | -4%&2% | x | 26%
CS(=O)(=O)c1cc([N+](=O)[O-])c(Sc2nc3ccccc3[nH]2)c([N+](=O)[O-])c1 | 3% | 25% | 7% | 9% | x | 3.2µM* | -3% | 2.5µM* | -19% | -6 | u
CS(=O)(=O)NCCSCc1c(Cl)cccc1Cl | -2% | -5% | 3% | 1% | -9% | 1% | 0% | 0% | 2% | 0 | 4%
CCOc1cc(NC(=S)NCC2CCCO2)c(OCC)cc1NC(=O)CC (stereo unspecified) | -1% | u | -6% | -10% | -19% | -7% | -8% | -20% | -3% | -7 | 1%
CCCCSc1c(C)c2cc3c(cc2[nH]c1=O)OCO3 | -1% | 2% | 12% | 8% | -5% | 1% | -3% | 3% | 6% | 15 | 17%
CC[C@H]1OC(=O)[C@H](C)[C@@H](O[C@H]2C[C@@](C)(OC)[C@@H](O)[C@H](C)O2)[C@H](C)[C@@H](O[C@@H]2O[C@H](C)C[C@H](N(C)C)[C@H]2O)[C@](C)(O)C[C@@H](C)C(=NOCOCCOC)[C@H](C)[C@@H](O)[C@]1(C)O | -2% | -3% | -2% | 3% | -23% | -7% | -7% | -1% | -1% | -5 | -7%
COc1ccccc1-n1ccnc1SCC(=O)NCC1CCCO1 (stereo unspecified) | 2% | -10% | 2% | 9% | 0% | -1% | -5% | 0% | 0% | 12 | 0%
c1ccc2cc(Sc3ncnc4c3oc3ccccc34)ccc2c1 | u | 1% | 0% | 0% | 5% | 4% | u | 9% | 17µM* | 7 | 1%
CCOc1ccc(/C=C2\CCc3ccccc3C2=O)cc1 | 2.8µM* | -16% | -9% | u | 14% | -28% | 1.1µM* | u | 0.3µM* | -22 | u
CCc1ccc(NC(=O)CSc2nncn2-c2cccnc2)cc1 | u | 4% | 2% | u | 0% | 5% | u | u | u | 21 | 1%
Cc1cccc(C(=O)NCC(=O)OCC(=O)NC2CCCCCCC2)c1 | -3% | x | 6% | 24% | x | x | -1% | x | -2% | 6 | x
O=C(CCn1cnc2ccccc2c1=O)Nc1nc(-c2ccc(Br)cc2)cs1 | -4% | -20% | 3% | 29% | -3% | -6% | -3% | 39% | -1% | -27 | u
Cc1nc2ccccc2c(=O)n1NC(=O)c1ccc(F)cc1Cl | -4% | -4% | 5% | -14% | 9% | 13% | -2% | 15% | -11% | 7 | -1%
Cc1nnc(SCC(=O)c2ccc(Cl)cc2)n(N)c1=O | 0.79µM* | 0% | 0% | u | 6% | 26% | 1µM* | 1% | 2% | -5 | u
CC1CC(C)CN(CC(O)COCCOc2ccc(Br)cc2)C1 (stereo unspecified) | 0% | -7% | 0% | 2% | -14% | -1% | -3% | 5% | 1% | -9 | x
CC(=O)Nc1cccc(C(=O)Nc2cccnc2)c1 | 2% | 3% | -7% | -6% | 0% | -5% | 2% | -14% | -2% | 15 | -2%
CCC(=O)NC(=S)NNC(=O)c1ccc(OC)cc1 | -4% | 1% | 12% | -2% | 6% | -3% | 0% | -19% | -1% | 1 | -18%
COc1ccccc1C(=O)NCC(=O)Nc1ccc2c(c1)CCC2 | u | x | -1% | u | x | x | 26% | x | 12µM* | 4 | x
Cn1cccc1C(=O)OCC(=O)Nc1cc(C(C)(C)C)nn1-c1ccccc1 | -2% | 22% | 4% | u | 3% | 3% | 3% | -19% | 6% | -5 | 3%
COC(=O)c1ccc(NC(=O)c2sc3nc(-c4ccccc4)cn3c2C)cc1 | -7% | -2% | -1% | u | 1% | 0% | -6% | -1% | 1% | -17 | 10%
CCCCCn1nc(C(=O)N2CCc3ccccc32)c2ccccc2c1=O | -4% | x | 24% | 11µM* | x | x | -6% | x | 0% | 0 | x
COc1ccc2cc(C(C)C(=O)OC(C)C)ccc2c1 (stereo unspecified) | 5% | x | -11% | u | x | x | -1% | x | -27% | -9 | x
O=C(c1ccccc1)N1CCC(c2nc(-c3ccc(S(=O)(=O)NCC4CCCO4)cc3)no2)CC1 (stereo unspecified) | -12% | -2% | 1% | u | 5% | 8.9µM* | -17% | -43% | 2% | 4 | 1%
Clc1ccc(CNc2ccc(N3CCN(Cc4ccccc4)CC3)cc2)cc1 | -2% | 2% | 22% | u | -21% | -4% | -10% | u | 2% | -18 | 1%
CCOC(=O)CSc1nc2ccc(C)cc2n2cnnc12 | 1% | 0%[11.5 µM] | 1% | 6% | -18% | 8% | 10% | -16% | -9% | 11 | u
Cc1c([C@H]2[C@@H](CC#N)C2(C)C)c2ccccc2n1C | 1% | 7% | 12% | 0% | 1% | 21% | -7% | -32% | 1% | -17 | -1%
Cc1c(OCC(=O)NCC2CCC(C(=O)NCCCO)CC2)ccc2c(-c3ccccc3)cc(=O)oc12 (stereo unspecified) | -1% | 5%[0.46 µM] | -4% | -8% | 10% | -12% | -1% | 9% | -2% | -6 | 18%
C[N+]1(CC(O)COCC2COc3ccccc3O2)CCOCC1 (stereo unspecified) | -6% | 0% | 1% | -7% | 9% | -2% | 0% | 9% | -2% | 2 | 4%
CC(=O)NC1=NC(=O)/C(=C/N2CCCCC2)S1 | -3% | 6% | 1% | 22% | -7% | x | -3% | 27%[0.365 µM] | 4% | 4 | u
Cc1nn(Cc2ccc(F)cc2)c(C)c1NC(=O)c1noc2c1CCCCC2 | -4% | 3% | 2% | 18µM* | 15% | 3% | -3% | 16% | 1% | 9 | 1%
Cc1cccc(C(=O)OC(C)C(=O)N2CCN(Cc3ccccc3)CC2)c1 (stereo unspecified) | 0% | x | 4% | 7% | x | x | 2% | x | 1% | 8 | x
COc1ccccc1CNC(=O)C1CCC(CNS(=O)(=O)c2ccc(F)cc2)CC1 (stereo unspecified) | -3% | x | 5% | -2% | -26% | -2% | 4% | 7% | -2% | 7 | -6%
CCOc1cc(CNCCCN2CCOCC2)ccc1OCC(=O)NC(C)(C)C | -3% | 0% | -8% | -4% | 1% | 2% | 0% | -7% | 0% | -2 | -14%
Cc1cc(C)c(C)c(S(=O)(=O)Nc2ccccc2C(=O)NCCCn2ccnc2)c1C | -2% | 3% | -2% | -10% | 33% | 1% | 4% | -39% | 6% | -28 | 6%
CC(=O)c1ccc(N2CCN(C(=O)Cc3cccs3)CC2)cc1 | 9% | 0% | 8% | u | 9% | -7% | 28% | u | -13% | 1 | -1%
COc1ccc(-n2nc(C(=O)NCC(=O)NCCCN3CC(C)CC(C)C3)c3ccccc3c2=O)cc1Cl (stereo unspecified) | -3% | 3% | -8% | 8% | -12% | -13% | -2% | 2% | -2% | -15 | u
CC(=S)c1c(C)cc2cc(C)ccn12 | 4% | -9% | 2% | -3% | 0% | -12% | -1% | -14% | u | 7 | 36%[activator]
CC(=O)C1=C(O)C(=O)N(c2nccs2)C1c1ccccc1F (stereo unspecified) | -5% | -13% | -3% | -25% | x | -15% | -2% | -15% | -1% | 8 | u
CCC(C)C(N=C1NS(=O)(=O)c2ccccc21)C(=O)N1CCC(C)CC1 (stereo unspecified) | -3% | x | -1% | 12% | x | x | 3% | x | 4% | 18 | x
Oc1ccc(C=NCC2COc3ccccc3O2)cc1 (stereo unspecified) | 2% | -7% | -1% | 0% | 1% | 2% | 19% | -8% | u | -1 | -15%
COc1cccc(C(=O)NCCOc2cc(C)cc(C)c2)c1 | 1% | -11% | -1% | 11% | -1% | 4% | -4% | -14% | u | -14 | -3%

From PubChem
